SMN2 splice enh: qHTS Assay for Enhancers of SMN2 Splice Variant Expression; 210,000 compounds, 2.8% hits; Potency, µM (top dose mostly 46.1 µM), without a hit: at the highest dose activity change, positive = activation, usual class: activators; HEK293 SMN2-luciferase splicing reporter, luminescence, 30-36 h; AID 1458, 2008; note: % of control where 0% means no effect; nearly all actives have a fitted effect of over 55% in size
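HEK293 cells carry an SMN2 minigene-luciferase reporter in which exon 7 inclusion puts luciferase in frame. Cells were seeded at 2000 cells/well, attached for 10-12 hours, then exposed to compounds for 30-36 hours at 37C before ONE-Glo luminescence.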
Tau ThT inhib: qHTS for Inhibitors of Tau Fibril Formation, Thioflavin T Binding | Microtubule-associated protein tau (Homo sapiens), P10636 | recombinant tau K18 P301L (four-repeat tau fragment), heparin-induced fibrillization, ThT fluorescence | Potency, µM (series often up to 57.4 µM), inactives show top-dose activity, negative = inhibition, usual class: inhibitors | 270,000 compounds, 2.1% hits | AID 1460, 2008; note: % is set by controls: 0 for no effect and ±100 for the full control effect; nearly all actives have a fitted effect of over 55% in size
Target sequence (P10636 561-689 P618L limits assumed): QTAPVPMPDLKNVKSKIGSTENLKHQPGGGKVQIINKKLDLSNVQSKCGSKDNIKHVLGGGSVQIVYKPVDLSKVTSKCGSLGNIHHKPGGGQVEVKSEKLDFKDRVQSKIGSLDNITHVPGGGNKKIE
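Heparin-induced fibrillization of the P301L-mutant K18 repeat-domain fragment of human tau was followed by ThT binding in quantitative high-throughput format.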
Starred values were filed as active, the others as inactive; ? = inconclusive; [ ] = remark or other dose. Calls come from the whole dose curve; as a rule, active = well fitted curve in the direction sought with a large enough effect; inconclusive = small, poorly fitted or top-dose-only effect, or another doubt; inactive = no such curve, though single readings can be large; an effect the other way counts as inactive or inconclusive. Potency is the fitted concentration of half-maximal effect.

SMILES	SMN2 splice enh	Tau ThT inhib
COc1ccccc1C(=O)Nc1c(C(=O)Nc2ccc(C)cc2)oc2ccccc12	5%	1%
O=C1CC(c2nc3ccccc3n2CCCOc2ccccc2)CN1c1ccc(F)cc1 (stereo not drawn)	-6%	?
CC(=O)c1ccc(Nc2cc(C)nc3nc(Cc4ccc(Cl)cc4)nn23)cc1	-8%	-13%
CCCOc1ccc(C(=O)Nc2nonc2-c2ccc(OCC)cc2)cc1	3%	13%
COc1ccc(-c2csc3nc(-c4ccc(F)cc4)oc(=O)c23)cc1OC	-7%	-11%
Cc1ccc(NC(c2ccc(Cl)cc2)c2nnc(-c3cccc(F)c3)o2)cc1C (stereo not drawn)	-4%	-14%
Cc1cc(F)ccc1NCc1ccccc1-c1nnc(-c2ccccc2Cl)o1	9%	-13%
CC1CCCN(Cc2c(O)ccc3c(=O)c(-c4ccc(Cl)cc4)c(C(F)(F)F)oc23)C1 (stereo not drawn)	-6%	7%
CCOC(=O)c1nnc2c(-c3ccc(OC)cc3)c(C)nn2c1N	5%	?
Cc1ccc(NC(=O)/C=C/c2ccc(C)o2)c(C)c1	8%	-15%
CCOC(=O)c1ccc(N2C(=O)c3n[nH]c(C)c3C2c2ccccc2OC)cc1 (stereo not drawn)	-19%	2%
Cc1ccc(C(=O)N(Cc2ccco2)Cc2sccc2C)cc1	-2%	-14%
CCOc1ccc(-c2nonc2NC(=O)c2oc3ccc(CC)cc3c2C)cc1	16%	-6%
COc1ccc(-n2nc(C(=O)N3CCCCC3)c3c4ccccc4n(C)c3c2=O)cc1Cl	6%	3%
COCC(=O)N1CCc2cc(OC)c(OC)cc2C1COc1ccc2c(C)cc(=O)oc2c1 (stereo not drawn)	2%	2%
CCOc1ccc(Cn2nnc(C(=O)Nc3ccc(Cl)cc3)c2N)cc1	-3%	8%
Cc1ccc(C2C=C(c3ccccc3)Nc3nc(NS(C)(=O)=O)nn32)cc1 (stereo not drawn)	12%	?
Cc1ccc(Nc2sc(C(=O)c3ccccc3)c(N)c2S(=O)(=O)c2ccccc2)cc1Cl	-18%	2%
O=C(CSc1nc2ncccc2[nH]1)Nc1cc(F)ccc1F	-9%	-1%
COc1ccc(C(=O)n2nc(-c3ccco3)nc2NCc2cccs2)cc1	?	?
COC(=O)c1c(NC(=O)/C(C#N)=C/c2ccccc2)sc2c1C(C(=O)OC)CC2 (stereo not drawn)	-1%	-18%
Cc1nc2c(-c3ccccc3)c(C)nn2c(C)c1CCC(=O)NCc1ccccc1	-7%	-4%
COc1ccc(-c2nc3ccccc3n3c(-c4cccc(C)c4)c4c(=O)n(C)c(=O)n(C)c4c23)cc1OC	-7%	?
COc1ccccc1C(=O)Nc1cc2c(cc1N1CCCCC1)n(C)c(=O)n2C	0%	?
Cc1ccc(Cn2c(C)c3cnn(CC(=O)N4CCN(c5ccc(F)cc5)CC4)c(=O)c3c2C)cc1	-8%	?

The list continues:
SMILES	SMN2 splice enh	Tau ThT inhib
CCOc1ccc(-c2nc3c(c(SCC(=O)N4CCCCC4)n2)Cc2cccc(OC)c2O3)cc1	1%	-12%
Cn1c(=O)n(C)c2cc(N3CCOCC3)c(NS(=O)(=O)c3ccc(C(C)(C)C)cc3)cc21	-4%	-12%
CCN(CC)c1nc2c(S(=O)(=O)c3ccccc3)nnn2c2ccc(Cl)cc12	-5%	-11%
O=C(NCc1ccccn1)c1nn(-c2ccccc2Cl)nc1CO	-7%	-5%
CCCc1nn2c(=O)cc(COc3ccc(/C=C(\C#N)C(=O)Nc4ccc(F)cc4)cc3)nc2s1	9%	?
CC1CCN(C(=O)CSc2c3c(nc4ccc(Cl)cc24)CCCC3)CC1	-21%	?
CCSc1ncc(Cl)c(C(=O)Nc2nc3ccc(S(C)(=O)=O)cc3s2)n1	1%	-12%
CCOC(=O)c1c(NC(=O)c2cc(=O)c3cc(C)cc(C)c3o2)sc(C)c1C	6%	-14%
COc1ccc(CC(=O)N2CC(=O)Nc3ccc(Br)cc3C2c2ccc(F)cc2)cc1 (stereo not drawn)	-2%	-10%
CCNc1nc(OC)nc(Oc2ccc(=O)[nH]n2)n1	10%	-7%
Cc1c(CNC2CCC(C)CC2)c(C(=O)O)c(C)n1Cc1ccccc1F (stereo not drawn)	-3%	1%
O=C(Nc1ccc2oc(-c3ccccc3F)nc2c1)c1ccccc1Cl	14µM*	?
CCN(CC)S(=O)(=O)c1ccc2c(c1)c(=O)c(C(=O)N1CCN(c3cc(C)ccc3C)CC1)cn2C	-15%	?
Cc1cccn2c(=O)c(C(=O)NCc3ccc(F)cc3)c(O)nc12	5%	1%
CCN(CCCNC(=O)CSc1cc(=O)n(C)c2ccccc12)c1ccccc1	2%	?
Cc1cccc(N2CCN(C(=O)CN3C(=O)COc4ccc(S(=O)(=O)N5CCCC5)cc43)CC2C)c1 (stereo not drawn)	-6%	?
COC(=O)c1ccc(NC(=O)CN(Cc2ccccc2)S(=O)(=O)c2ccc(Cl)cc2)cc1	-26%	0%
COc1ccc(N(CC(=O)NCc2ccccc2Cl)S(=O)(=O)c2c(C)[nH]c(=O)[nH]c2=O)cc1	4%	4%
Cc1nc2sc(C(=O)NCc3ccc(Cl)cc3)c(NC(=O)c3ccccc3)c2c(C)c1C	1%	-16%
CCOC(=O)c1cccc(NC(=O)COc2ccc3c(C)cc(=O)oc3c2)c1	-28%	?
CCn1c(=N)c(C(=O)NC2CCCC2)cc2c(=O)n3cc(C)ccc3nc21	2%	-6%
CCc1ccccc1NC(=O)Cn1c(=O)n(CCCS(=O)(=O)C2CCCCC2)c(=O)c2ccccc21	8%	-6%
CC1CCN(C(=O)c2c(NC(=O)c3ccccc3F)sc3c2CCC(C(C)(C)C)C3)CC1 (stereo not drawn)	-5%	-17%
Cc1cc2oc(C(=O)Nc3ccc(S(=O)(=O)Nc4onc(C)c4C)cc3)cc(=O)c2cc1C	2%	?
CC(=O)N1c2c(cc(Br)cc2S(=O)(=O)N2CCN(c3cccc(Cl)c3)CC2)CC1C (stereo not drawn)	5%	-2%

(list continues)
SMILES	SMN2 splice enh	Tau ThT inhib
Cc1ccc(CN2COc3ccc4c(-c5ccccc5)cc(=O)oc4c3C2)cc1	0%	?
CCOc1ccc(-n2c(Cc3ccccc3)nnc2SCc2nc(-c3ccccc3C)no2)cc1	4%	-10%
CCn1cc(C(=O)N2CCN(c3ccc(OC)cc3)CC2)c(=O)c2cc(S(=O)(=O)N(C)C3CCCCC3)ccc21	?	-8%
O=C(CSc1nnc(-c2ccccc2Br)n1-c1ccccc1)c1ccc(F)cc1	-22%	-13%
Cc1cccc(C(=O)NCCc2nc3ccccc3n2Cc2ccccc2Cl)c1	10%	-5%
Clc1cccc(N2CCN(c3ncnc4c3nc3n4CCCC3)CC2)c1	?	?
CCOc1ccc(OCC)c(-n2cnnn2)c1	-2%	3%
CCOc1ccc(NC(=O)Cn2c(=O)n(CCCCC(=O)NCCc3ccc(Cl)cc3)c(=O)c3ccccc32)cc1	2%	8%
Cc1ccc(-n2nc(C)c3c(C)c(CCC(=O)NCc4ccccc4Cl)c(C)nc32)cc1C	-1%	5%
CCCOc1ccc(C2=NC(c3ccncc3)=Nc3ccc(C)cc3N2)cc1	11%	?
Cc1cc(NC(=O)CN(c2cccc(C)c2C)S(=O)(=O)c2ccccc2)ccc1Br	-55%[inhibitor]	2%
COc1cccc(-c2nc3c(c(C)nn3-c3ccccc3)c3cc(OC)c(OC)cc23)c1	1%	6%
CCc1ccc(CN(Cc2ccco2)C(=O)c2ccccc2Cl)cc1	-13%	?
CC1=C(C#N)C(NC(=O)c2ccccc2)(C(F)(F)F)C(=O)N1 (stereo not drawn)	0%	-10%
CCc1ccc(C(=O)c2cn(CC(=O)Nc3ccc(F)c(F)c3)c3cc(OC)c(OC)cc3c2=O)cc1	3%	?
Cc1ccc2nc(NC(=O)c3cc(=O)c4cc(C)c(C)cc4o3)sc2c1	-5%	?
Fc1ccc(-c2cc3ncc4c(n3n2)-c2cc(Cl)ccc2OC4)cc1	9%	-1%
Cc1cccc(C)c1OCCn1c(CCNC(=O)C2CCCCC2)nc2ccccc21	-1%	-18%
CC(C)NC(=O)C1CCN(C(=O)c2cc3sccc3n2Cc2ccc(Cl)cc2)CC1	-29%	?
Cc1cccc(-n2c3nc(=O)[nH]c(=O)c-3cc3c(Cl)cccc32)c1C	5%	-12%
CCOc1ccc(S(=O)(=O)N(CC(=O)NCc2ccccc2OC)c2ccccc2)cc1	6%	-1%
CCc1ccc(CNC(=O)c2ccc(CS(=O)c3ccc(Br)cc3)o2)cc1 (stereo not drawn)	-13%	-6%
COc1ccccc1-c1c(C)nn2c(C(F)(F)F)cc(-c3ccccc3)nc12	2%	?
CC(C)c1ccc(NC(=O)CN(C)S(=O)(=O)c2ccc3c(c2)n(C)c(=O)c(=O)n3C)cc1	3%	-9%
COc1ccc(CNC(=O)c2cc(-c3ccc(Br)s3)nc3ccccc23)cc1	-2%	4%

More results follow:
SMILES	SMN2 splice enh	Tau ThT inhib
N#C/C(=C\c1ccc(-c2ccc(C(=O)O)cc2)o1)C(=O)Nc1ccccc1C(=O)O	-5%	2.5µM*
CC(=O)N1CCc2c(sc3c2c(=O)n(-c2ccccc2)c(=O)n3CC(=O)c2ccccc2)C1	0%	8%
CCc1ccc(NC(=O)Cn2nnc(C(=O)NCc3ccco3)c2N)cc1	-12%	2%
CCn1c(=O)c2cc(C(=O)NCCc3cccc(C)c3)sc2c2ccccc21	-5%	-8%
COc1ccc(CCNc2nc(-c3ccc(C)cc3)cc(C(F)F)n2)cc1OC	0%	-2%
Cc1ccc(-c2cc3c(n2-c2ccccc2F)CC(C)(C)CC3=O)cc1	-5%	-7%
COc1c(C)cccc1C(=O)Nc1ccc(Cl)c(-c2nc3cc(C)ccc3o2)c1	-21%	-6%
CC(C)Oc1ccc(C(=O)N(Cc2ccco2)Cc2cccs2)cc1	-1%	-11%
CC(C)(C)C1CCc2c(sc(NC(=O)Cn3nnc(-c4ccccc4F)n3)c2C#N)C1 (stereo not drawn)	-4%	-7%
Cc1cc(C)c(NC(=O)CSc2nc(C)cc(C)c2C#N)c(C)c1	-4%	0%
O=c1c2cccnc2n(Cc2ccccc2F)c(=O)n1Cc1ccccc1Cl	1%	-1%
COc1cccc(-c2nc(SCC(=O)NCC3CCCO3)c(-c3ccc(Cl)cc3)[nH]2)c1 (stereo not drawn)	-8%	?
CCOC(=O)c1c(NC(=O)c2nc(SCC)ncc2Cl)sc2c1CCCC2	7%	-5%
Cc1ccc(Cl)cc1NC(=O)Nc1c(C)n(C)n(-c2ccccc2)c1=O	2%	-6%
COc1cccc(-c2csc(-c3c(N)c(C(=O)c4ccccc4)n4ccccc34)n2)c1	0%	?
COc1ccccc1CNC(=O)c1cc2sccc2n1Cc1ccc(F)cc1	27%	-5%
COc1ccc(Cn2c(CCC(=O)Nc3cc(OC)c(OC)c(OC)c3)nc3cccnc32)cc1	-1%	-8%
COc1ccc(Nc2nnc(-c3ccc(C)c(S(=O)(=O)NCc4nc5ccccc5[nH]4)c3)c3ccccc23)cc1	0%	1%
Nc1c(C(=O)Nc2cccc(Cl)c2)sc2nc3c(cc12)CN(Cc1ccccc1)CC3	-41%[inhibitor]	?
Cc1ccccc1Nc1c(-c2ccc(N3CCOCC3)cc2)nc2ccc(Cl)cn12	4%	?

Of the compounds above, 17 have a thiophene ring, fused or not:
SMILES	SMN2 splice enh	Tau ThT inhib
COc1ccc(-c2csc3nc(-c4ccc(F)cc4)oc(=O)c23)cc1OC	-7%	-11%
Cc1ccc(C(=O)N(Cc2ccco2)Cc2sccc2C)cc1	-2%	-14%
Cc1ccc(Nc2sc(C(=O)c3ccccc3)c(N)c2S(=O)(=O)c2ccccc2)cc1Cl	-18%	2%
COc1ccc(C(=O)n2nc(-c3ccco3)nc2NCc2cccs2)cc1	?	?
COC(=O)c1c(NC(=O)/C(C#N)=C/c2ccccc2)sc2c1C(C(=O)OC)CC2 (stereo not drawn)	-1%	-18%
CCOC(=O)c1c(NC(=O)c2cc(=O)c3cc(C)cc(C)c3o2)sc(C)c1C	6%	-14%
Cc1nc2sc(C(=O)NCc3ccc(Cl)cc3)c(NC(=O)c3ccccc3)c2c(C)c1C	1%	-16%
CC1CCN(C(=O)c2c(NC(=O)c3ccccc3F)sc3c2CCC(C(C)(C)C)C3)CC1 (stereo not drawn)	-5%	-17%
CC(C)NC(=O)C1CCN(C(=O)c2cc3sccc3n2Cc2ccc(Cl)cc2)CC1	-29%	?
COc1ccc(CNC(=O)c2cc(-c3ccc(Br)s3)nc3ccccc23)cc1	-2%	4%
CC(=O)N1CCc2c(sc3c2c(=O)n(-c2ccccc2)c(=O)n3CC(=O)c2ccccc2)C1	0%	8%
CCn1c(=O)c2cc(C(=O)NCCc3cccc(C)c3)sc2c2ccccc21	-5%	-8%
CC(C)Oc1ccc(C(=O)N(Cc2ccco2)Cc2cccs2)cc1	-1%	-11%
CC(C)(C)C1CCc2c(sc(NC(=O)Cn3nnc(-c4ccccc4F)n3)c2C#N)C1 (stereo not drawn)	-4%	-7%
CCOC(=O)c1c(NC(=O)c2nc(SCC)ncc2Cl)sc2c1CCCC2	7%	-5%
COc1ccccc1CNC(=O)c1cc2sccc2n1Cc1ccc(F)cc1	27%	-5%
Nc1c(C(=O)Nc2cccc(Cl)c2)sc2nc3c(cc12)CN(Cc1ccccc1)CC3	-41%[inhibitor]	?

High-throughput results: PubChem BioAssay, National Center for Advancing Translational Sciences (NCATS)

Some of the compounds tested; the hit share may differ from the screen's.
